NCI-60 one-dose screen, 48 h, at 10 µM unless noted. Numbers give growth in % (100 = growth as untreated, 0 = no growth, -100 = all killed).
NCI-H226: NCI-H226 lung cancer; 3.5% of 79,000 active; AID 1794732
NCI-H322M: NCI-H322M lung cancer | 2.7% of 80,000 active | AID 1794733
NCI-H23: NCI-H23 lung cancer; AID 1794731; 4% of 80,000 active
NCI-H522: NCI-H522 lung cancer | 8% of 78,000 active | AID 1794739
NCI/ADR-RES: NCI/ADR-RES ovarian cells; 4.4% of 81,000 active; AID 1794790
OVCAR-4: OVCAR-4 ovarian cancer cells. 3.7% of 80,000 active. AID 1794784
IGROV1: IGROV1 ovarian cancer; 4.7% of 79,000 active
NCI-H460: NCI-H460 lung cancer; 6.8% of 82,000 active; AID 1794736
SK-OV-3: SK-OV-3 ovarian cancer cells; 3.2% of 80,000 active
The depositor's hits bear a star; nt = not tested or not shown; & = joins results of further samples. Rule for the calls: active = growth percent below 10; inactive = the rest.

A first look, 2 compounds:
1	O=C(O)CCC(=O)c1ccc(Br)cc1
2	C(=N\Nc1ccccn1)/c1ccccn1
Screen / compound no.	1	2
NCI-H226	112	16
NCI-H322M	99	16
NCI-H23	103	12
NCI-H522	98	-9.7*
NCI/ADR-RES	102	-9.8*
OVCAR-4	102	11
IGROV1	109	11
NCI-H460	116	7.9*
SK-OV-3	103	31

The listing, from the first entry:
1	O=C(O)CCC(=O)c1ccc(Br)cc1
2	C(=N\Nc1ccccn1)/c1ccccn1
3	CCOC(=O)C(F)C(Sc1ccccc1)C1CC1CCc1ccc(OC)cc1 (stereo unspecified)
4	COC1OC(COS(=O)(=O)c2ccc(C)cc2)C2OC(C)(C)OC12 (stereo unspecified)
5	COC(=O)C1=C(C)C(=O)CC1
6	COc1ccc2c(c1)C(N1CCCC1=O)CCN2Cc1ccc2c(c1)OCO2 (stereo unspecified)
7	Cc1cc(/C=C/c2ccc3cc(N(C)C)ccc3[n+]2C)c(C)n1-c1ccccc1
8	CCOC(CC)(OCC)OCC
Screen / compound no.	1	2	3	4	5	6	7	8
NCI-H226	112	16	80	93	109	106	-75*	101
NCI-H322M	99	16	94	74	115	85	2.1*	100
NCI-H23	103	12	62	107	120	98	-6.4*	96
NCI-H522	98	-9.7*	83	84	101	66	-32*	101
NCI/ADR-RES	102	-9.8*	80	106	135	98	25	103
OVCAR-4	102	11	76	93	119	85	10	102
IGROV1	109	11	99	97	112	94	3.3*	103
NCI-H460	116	7.9*	101	112	118	126	-65*	108
SK-OV-3	103	31	109	103	112	104	-32*	101

9	COc1cc(C)c(C(=O)Oc2cc(C)c(C(=O)O)c(O)c2C)c(OC)c1C
10	CC1=NN(c2ccccc2)C(=O)/C1=C\c1ccc(N(CCC#N)CCC#N)cc1
11	Cc1ccc(S(=O)(=O)NNc2ccc(-c3ccccc3)nn2)cc1
12	CCN(CC)CC(O)COc1ccccc1 (stereo unspecified)
13	COc1cc2c(cc1OC)C(CCc1ccc(Cl)cc1)N(C)CC2 (stereo unspecified)
14	Cn1c(=O)c2c(ncn2CC[N+](C)(C)C)n(C)c1=O
15	O=c1[nH]c2ccccc2cc1CSc1ccccc1Nc1nccc(-c2ccc(Cl)cc2)n1
16	Cc1cc(C)n(C(=O)CSc2ncnc3c2c(-c2ccccc2)cn3-c2ccc(Cl)cc2)n1
Screen / compound no.	9	10	11	12	13	14	15	16
NCI-H226	99	91	96	105	98	93	94	67
NCI-H322M	106	111	102	103	98	101	94	91
NCI-H23	95	99	98	103	88	100	nt	86
NCI-H522	101	nt	95	108	88	81	97	83
NCI/ADR-RES	104	102	102	104	89	102	95	89
OVCAR-4	99	110	97	115	105	105	86	105
IGROV1	104	111	93	104	68	102	90	85
NCI-H460	103	107	101	111	97	109	97	107
SK-OV-3	107	105	nt	118	96	99	112	101

Profiles, looked up by structure.
Cc1cc(C)n(C(=O)CSc2ncnc3c2c(-c2ccccc2)cn3-c2ccc(Cl)cc2)n1 is listed with NCI-H226: 67; NCI-H322M: 91; NCI-H23: 86; NCI-H522: 83; NCI/ADR-RES: 89; OVCAR-4: 105; IGROV1: 85; NCI-H460: 107; SK-OV-3: 101
Cn1c(=O)c2c(ncn2CC[N+](C)(C)C)n(C)c1=O is listed with NCI-H226: 93; NCI-H322M: 101; NCI-H23: 100; NCI-H522: 81; NCI/ADR-RES: 102; OVCAR-4: 105; IGROV1: 102; NCI-H460: 109; SK-OV-3: 99
CCN(CC)CC(O)COc1ccccc1 (stereo unspecified) is listed with NCI-H226: 105; NCI-H322M: 103; NCI-H23: 103; NCI-H522: 108; NCI/ADR-RES: 104; OVCAR-4: 115; IGROV1: 104; NCI-H460: 111; SK-OV-3: 118

Further structures:
17	COc1cccc(/C(O)=C2\C(=O)C(=O)N(CCCn3ccnc3)C2c2cc(OC)c(OC)c(OC)c2)c1 (stereo unspecified)
18	Nc1c(C(=O)c2ccc(Br)cc2)sc2nc3c(cc12)CCCC3
19	Oc1ccc2cc(Br)ccc2c1-c1c(O)ccc2cc(Br)ccc12
20	CC(=O)OCC[N+](C)(C)C
21	Cc1c(C2Nc3ccccc3C2C)[nH]c2ccccc12 (stereo unspecified)
22	CONC(=O)c1ccccc1Nc1cc(Nc2cc(C)nn2C(C)C)ncc1Cl
23	O=C(Nc1ncc([N+](=O)[O-])s1)c1cccc([N+](=O)[O-])c1
24	N#CC1C(=O)NC(c2cccc([N+](=O)[O-])c2)c2sc3c(F)cccc3c21 (stereo unspecified)
Screen / compound no.	17	18	19	20	21	22	23	24
NCI-H226	103	92	82	99&99	67	76	29	79
NCI-H322M	100	101	57	101&114	78	85	36	100
NCI-H23	112	97	55	105&110	84	80	9.0*	96
NCI-H522	103	43	54	90&95	nt	83	8.3*	82
NCI/ADR-RES	107	86	56	107&108	61	87	40	98
OVCAR-4	101	105	nt	115	79	80	40	90
IGROV1	107	108	28	102&114	36	52	nt	63
NCI-H460	102	103	8.2*	99&108	24	100	43	96
SK-OV-3	105	106	65	106&116	68	47	64	101

25	COc1ccc(C2CC(c3c(C)oc4c(OC)c5occc5c(OC)c4c3=O)=NN2)cc1OC (stereo unspecified)
26	Nc1ncc(C2CCNC(=O)c3[nH]ccc32)[nH]1 (stereo unspecified)
27	Cc1cc(C)cc(C(=O)c2cc(Cl)ccc2OCCn2c(=O)ccn(CCOc3ccccc3)c2=O)c1
28	OCC1OC(n2cnc3c(N/N=C\c4ccccn4)ncnc32)C(O)C1O (stereo unspecified)
29	CCOC(=O)c1sc2ncnc(Nc3ccc4c(cnn4C(=O)Nc4ccccc4)c3)c2c1C
30	Cc1cc(C)c2c(N)c(C(=O)c3ccc4c(c3)OCCO4)sc2n1
31	Cc1ccc(S(=O)(=O)N(CCC#N)CCC#N)cc1
32	NC1(C(=O)O)CSSC1
Screen / compound no.	25	26	27	28	29	30	31	32
NCI-H226	85	97	67	11	109	92	99	61
NCI-H322M	99	96	84	7.3*	nt	109	114	109
NCI-H23	90	104	62	27	61	104	103	50
NCI-H522	88	88	65	39	65	90	87	121
NCI/ADR-RES	87	107	41	nt	49	88	110	60
OVCAR-4	94	99	57	22	-1.8*	101	116	77
IGROV1	108	104	54	-6.5*	87	99	104	90
NCI-H460	100	111	62	1.6*	49	100	114	13
SK-OV-3	100	99	80	12	73	114	95	108

33	CC(C)(C)n1nnnc1C(Nc1nccs1)c1cc2cccc3ccc4cccc1c4c32 (stereo unspecified)
34	CCn1cc(-c2ccnc(NCCNS(=O)(=O)c3ccc(Cl)cc3)c2)c(-c2cccc(O)c2)n1
35	O=c1[nH]c2nnnn2c2sc3c(c12)CCCC3
36	O=C(Nc1nc2c(C(F)(F)F)cccc2s1)c1cc(Cl)ccc1O
37	COc1ccc(OC)c(/C=C2/C=C(c3ccccc3)N(CCc3ccc(S(N)(=O)=O)cc3)C2=O)c1
38	CCOC(=O)C1C2C=CC(C2)C1C(=O)OC (stereo unspecified)
39	CCN(CC)CCNc1ccc(C)c2sc3cc(Cl)ccc3c(=O)c12
40	N#Cc1c(N)nc2c(c1N)C(c1ccc(F)cc1)c1ccc(N)cc1O2 (stereo unspecified)
Screen / compound no.	33	34	35	36	37	38	39	40
NCI-H226	-13*	101	85	-3.0*	79	102	75	nt
NCI-H322M	96	104	94	4.9*	100	98	nt	150
NCI-H23	100	102	88	3.5*	99	95	55	117
NCI-H522	100	93	103	nt	86	78	43	86
NCI/ADR-RES	103	101	97	1.3*	96	103	51	107
OVCAR-4	95	96	96	22	91	108	52	97
IGROV1	85	96	80	24	105	100	20	nt
NCI-H460	100	100	103	2.3*	100	108	1.4*	110
SK-OV-3	109	96	86	-8.9*	95	109	64	119

41	O=C(O)CCNC(=O)OCc1ccccc1
42	O=C1c2ccccc2C(=O)C1c1ccccc1
43	O=C1c2ccccc2C(=O)N1Cc1c(Cl)cccc1[N+](=O)[O-]
44	CC/C(=C\c1ccc(N(C)C)cc1)c1ccncc1
45	C=C(C)[C@@H]1CC[C@]2(C(=O)O)CC[C@]3(C)[C@H](CC[C@@H]4[C@@]5(C)C[C@@H](CC#Cc6ccc(Br)cc6)C(=O)C(C)(C)[C@@H]5CC[C@]43C)[C@@H]12
46	O=C(Oc1c(Cl)cc(Cl)cc1[N+](=O)[O-])c1ccccc1Cl
47	O=C(O)CNc1ccc([N+](=O)[O-])cc1
48	NNC(=O)Cc1ccc2ccccc2c1
Screen / compound no.	41	42	43	44	45	46	47	48
NCI-H226	97	96&93	106	75	17	97	100	97
NCI-H322M	111	69	114	95	66	110	96	100
NCI-H23	96	94&106	108	63	31	94	98	94
NCI-H522	93	71&96	91	nt	17	97	90	92
NCI/ADR-RES	104	90&106	110	8.3*	76	101	107	101
OVCAR-4	103	107&113	102	69	30	112	113	109
IGROV1	nt	96	107	50	59	91	97	98
NCI-H460	114	105&115	109	14	42	100	107	93
SK-OV-3	97	102&115	89	75	50	112	112	93

6 compounds picked at random from those above, as already listed:
45	C=C(C)[C@@H]1CC[C@]2(C(=O)O)CC[C@]3(C)[C@H](CC[C@@H]4[C@@]5(C)C[C@@H](CC#Cc6ccc(Br)cc6)C(=O)C(C)(C)[C@@H]5CC[C@]43C)[C@@H]12
46	O=C(Oc1c(Cl)cc(Cl)cc1[N+](=O)[O-])c1ccccc1Cl
42	O=C1c2ccccc2C(=O)C1c1ccccc1
43	O=C1c2ccccc2C(=O)N1Cc1c(Cl)cccc1[N+](=O)[O-]
44	CC/C(=C\c1ccc(N(C)C)cc1)c1ccncc1
48	NNC(=O)Cc1ccc2ccccc2c1
Screen / compound no.	45	46	42	43	44	48
NCI-H226	17	97	96&93	106	75	97
NCI-H322M	66	110	69	114	95	100
NCI-H23	31	94	94&106	108	63	94
NCI-H522	17	97	71&96	91	nt	92
NCI/ADR-RES	76	101	90&106	110	8.3*	101
OVCAR-4	30	112	107&113	102	69	109
IGROV1	59	91	96	107	50	98
NCI-H460	42	100	105&115	109	14	93
SK-OV-3	50	112	102&115	89	75	93

Following part
49	O=C(COc1cccc(N2C(=O)c3ccccc3C2=O)c1)c1ccc(F)cc1
50	O=C(CNc1ccccc1)N1CCN(c2ncnc3c2cnn3-c2ccccc2)CC1
51	Cc1nc(NC(=S)Nc2ccc(F)cc2)sc1C(=O)NN
52	O=C(NCCc1ccccc1)c1ccc([N+](=O)[O-])cc1
53	COC(OC)C(=O)c1ccccc1
54	COc1ccc(C=Nc2c(C(=O)Nc3cccc(Cl)c3C)sc3nc(C)c(C(=O)/C=C/c4ccc(OC)cc4)cc23)cc1
55	CC1S/C(=N/NC(=O)Cc2csc3nc(-c4ccc(Br)cc4)cn23)N(C2CCCCC2)C1=O (stereo unspecified)
56	Cc1cc(Br)nc2ccc([N+](=O)[O-])cc12
Screen / compound no.	49	50	51	52	53	54	55	56
NCI-H226	97	63	96	106	93	54	101	96
NCI-H322M	108	74	85	110	108	43	73	113
NCI-H23	106	64	106	105	103	31	76	97
NCI-H522	108	60	107	110	111	0.5*	52	94
NCI/ADR-RES	101	65	96	113	104	11	103	105
OVCAR-4	107	56	126	102	123	58	84	104
IGROV1	114	68	120	103	106	38	92	99
NCI-H460	109	83	115	103	102	8.9*	86	108
SK-OV-3	114	79	109	118	108	41	79	104

57	C=C[C@H]1CCC/C=C/[C@@H]2C[C@H](O)C[C@H]2[C@H](O)/C=C/C(=O)O1
58	O=c1cc[nH]c(=S)[nH]1
59	O=S(=O)(O)c1ccc(Cl)cc1
60	C[C@H]1[C@H](C)CC[C@]2(C(=O)NCCCNCCCCNCCCN)CC[C@]3(C)C(=CC[C@@H]4[C@@]5(C)C/C(=C/c6cccnc6)C(=O)C(C)(C)[C@@H]5CC[C@]43C)[C@H]12
61	Oc1ccc(-c2nnc(Nc3ccc(C(F)(F)F)cc3)o2)cc1
62	O=C(c1ccc(Cc2n[nH]c(=O)c3cccnc23)cc1)N1CCN(c2ccccc2)CC1
63	O=[N+]([O-])c1ccc(Oc2cccc(Cl)c2)cc1
64	COC1OC(COS(=O)(=O)c2ccc(C)cc2)C(OC(=O)c2ccccc2)C(OC(=O)c2ccccc2)C1OC(=O)c1ccccc1 (stereo unspecified)
Screen / compound no.	57	58	59	60	61	62	63	64
NCI-H226	3.2*	112	97	85	90	83	99	89
NCI-H322M	-7.7*	97	nt	88	99	nt	95	128
NCI-H23	-19*	106	96	97	93	98	97	105
NCI-H522	-38*	91	95	88	76	89	97	nt
NCI/ADR-RES	5.2*	109	99	96	105	101	101	100
OVCAR-4	8.0*	123	114	106	106	101	100	98
IGROV1	-0.6*	110	103	85	99	102	104	129
NCI-H460	7.1*	116	103	86	102	100	104	106
SK-OV-3	26	105	93	100	108	111	113	99

65	CCC(C)(C)C(=O)O[C@H]1C[C@@H](C)C=C2C=C[C@H](C)[C@H](CCC3CC3CC(=O)OC)C21 (stereo partly specified)
66	S=C(Nc1ccccc1)Nc1ccc(OCc2nc3ccc(Cl)cc3[nH]2)cc1
67	CCOC(=O)Nc1ccc(NC(=O)OCC)cc1
68	CC1(C)OCC([C@H]2O[P@](=O)(c3ccccc3)[C@@H](NCc3ccccc3)[C@H]3OC(C)(C)O[C@H]32)O1 (stereo partly specified)
69	O=C(Nc1ccc2oc(=O)ccc2c1)Nc1ccc(Cl)cc1Cl
Screen / compound no.	65	66	67	68	69
NCI-H226	71	97	114	102	105
NCI-H322M	99	90	102	100	105
NCI-H23	86	88	97	99	110
NCI-H522	72	61	89	96	99
NCI/ADR-RES	85	84	99	100	104
OVCAR-4	84	78	103	104	116
IGROV1	91	88	103	108	101
NCI-H460	93	88	112	112	105
SK-OV-3	111	97	109	118	110

Screening data from PubChem.
